High-throughput results deposited in PubChem BioAssay by The Scripps Research Institute Molecular Screening Center.
MITF primary: blocks human microphthalmia-associated transcription factor | O75030 | AlphaScreen MITF homodimerization, bead proximity signal | inhibition, % at 2.6 µM | 0.91% of 650,000 active; in the data active = inhibition above about 50%;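 note: 0% = vehicle wells with protein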
Target sequence (O75030 whole entry, looked up): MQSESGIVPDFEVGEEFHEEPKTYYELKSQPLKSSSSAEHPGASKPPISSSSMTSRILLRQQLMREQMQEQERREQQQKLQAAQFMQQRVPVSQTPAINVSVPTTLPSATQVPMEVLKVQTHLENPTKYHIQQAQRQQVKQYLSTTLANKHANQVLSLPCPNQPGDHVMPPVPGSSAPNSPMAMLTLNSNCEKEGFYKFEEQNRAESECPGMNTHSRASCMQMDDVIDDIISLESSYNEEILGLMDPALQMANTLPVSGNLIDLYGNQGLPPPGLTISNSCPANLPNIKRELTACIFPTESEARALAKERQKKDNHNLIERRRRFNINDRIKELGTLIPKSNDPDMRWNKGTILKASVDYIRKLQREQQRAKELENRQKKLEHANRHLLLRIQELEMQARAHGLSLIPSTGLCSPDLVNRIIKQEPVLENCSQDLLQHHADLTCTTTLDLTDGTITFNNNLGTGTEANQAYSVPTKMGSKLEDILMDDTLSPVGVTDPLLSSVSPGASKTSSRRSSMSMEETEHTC
TEAD-YAP block: TEAD-YAP interaction inhibition; HEK-TIYL cells, TEAD-Gal4/YAP UAS-luciferase luminescence; inhibition, % at 9.12 µM; 1.4% of 640,000 active; in the data active = inhibition above about 32%;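 note: 0% = median of test compound wells and 100% = reference inhibitor wells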
GPR151 ag: activates the human receptor GPR151; Q8TDV0; PathHunter beta-arrestin GPR151 cells, luminescence; activation, % at 11.2 µM; 1% of 650,000 active; AID 1508602; in the data active = activation above about 4.9%;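 note: 0% = median of compound wells and 100% = cells with positive control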
Target sequence (Q8TDV0 whole entry, looked up): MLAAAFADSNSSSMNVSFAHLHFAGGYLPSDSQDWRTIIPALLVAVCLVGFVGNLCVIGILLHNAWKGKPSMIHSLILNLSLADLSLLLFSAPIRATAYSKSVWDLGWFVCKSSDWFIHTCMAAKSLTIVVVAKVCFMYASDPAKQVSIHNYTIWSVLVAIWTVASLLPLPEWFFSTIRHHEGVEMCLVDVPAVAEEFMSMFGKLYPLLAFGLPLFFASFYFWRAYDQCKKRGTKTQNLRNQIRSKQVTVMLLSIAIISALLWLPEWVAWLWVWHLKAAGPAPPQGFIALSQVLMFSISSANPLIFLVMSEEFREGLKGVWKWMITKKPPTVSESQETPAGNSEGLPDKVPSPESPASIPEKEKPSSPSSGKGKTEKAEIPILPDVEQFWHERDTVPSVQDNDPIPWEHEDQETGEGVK
FBW7 activator: human FBW7 E3 ligase activation, primary screen; AlphaScreen FBW7–phospho-cyclin E peptide binding, activator screen; Q969H0; AID 1259310; normalized activity (activation), % at 26.1 µM; 0.13% of 650,000 active; in the data active = normalized activity above about 1.9%;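 note: purified mutant Fbw7 with reduced substrate affinity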
* marks the source's active call; other numbers are inactive results.

SMILES | MITF primary | TEAD-YAP block | GPR151 ag | FBW7 activator
Cc1cc(C)nc(SCc2ccc(C(=O)N/N=C/c3ccc(C#N)cc3)cc2)n1 | 7 | -7 | -0.3 | 0.1
CC(C)C(O)c1ccc2c(c1)CN(CC1CC1)CCO2 (stereo unspecified) | 0 | -2 | 1.2 | -0.2
CCn1cc(C(=O)N2CCCC2)c(=O)c2cc(S(=O)(=O)N3CCC(C)CC3)ccc21 | -6 | -1 | 0.0 | 0.1
O=C(c1ccccc1)c1cc(Cl)cc2c1NC(c1ccccc1)C1CC=CC21 (stereo unspecified) | -4 | -2 | 0.5 | 0.1
O=C(NC1CCCC1)c1ccc(N2CCC(NCc3ccc(-n4cccn4)cc3)CC2)cc1 | -8 | -7 | 0.6 | 0.0
Cc1onc(-c2ccccc2)c1C(=O)NCc1ccc(N2CCN(C)CC2)cc1 | 14 | 7 | -0.3 | 0.1
Cc1ccccc1NC(=S)NC1CC2CCC(C1)N2C1CC1 (stereo unspecified) | -13 | 4 | 1.3 | -0.2
Cc1cc(C)cc(-n2c(C)nc3cc(C(=O)NCc4ccc(F)cc4)ccc32)c1 | 25 | -4 | 1.5 | 0.5
COc1ccc(Nc2nc(-c3ccccc3Cl)nc3ccccc23)cc1Cl | 4 | 10 | -0.1 | 0.0
CCOc1ccc(-n2c(=S)sc3c(=O)n(-c4ccc(F)cc4)c(SCC(=O)Nc4cccc(OC)c4)nc32)cc1 | 22 | 4 | -1.1 | 0.5
CCCC1CCC(c2ccc(-c3noc(-c4cc(-c5ccncc5)nc5ccccc45)n3)cc2)CC1 (stereo unspecified) | -4 | -3 | -0.8 | -0.2
Cc1cc(C(=O)COc2ccccc2C(N)=O)c(C)n1Cc1cccs1 | 2 | 13 | 0.4 | 0.0
O=C(NCc1cccnc1)c1cccc(Nc2cnccn2)n1 | 6 | 3 | -0.2 | 0.0
CCCNc1nc(-c2ccccc2)nc2c1ncn2-c1ccsc1 | 12 | 5 | -2.7 | 0.0
COc1cccc(CC2(CO)CCCN(Cc3c(C)nc4sccn34)C2)c1 (stereo unspecified) | 22 | 41* | 0.3 | 0.0
O=C(Cc1cn(-c2ccc(Nc3cnccn3)nn2)c2ccccc12)NCCOc1ccccc1 | 7 | 10 | 6.2* | 0.0
COc1ccc(CN[C@H]2C[C@H]3C(=O)N4CCC[C@H]4C(=O)N3C2)cc1Cn1cccn1 | 10 | 6 | -1.6 | 0.0
O=C(NC(=S)Nc1nc2ccccc2s1)c1cccs1 | 10 | -58 | -0.3 | -0.1
Cc1csc2nc(-c3cccc(NS(=O)(=O)c4cccnc4)c3)cn12 | 14 | -7 | 0.3 | 0.8
COc1ccc(/C=C/C(=O)NC(=O)c2ccccc2O)cc1 | 7 | -29 | -4.7 | 0.0
COc1cccc(CN2CCN(C(=O)c3ccc(-c4ccccc4)cc3)CC2)c1OC | 50 | -11 | 3.1 | 0.1
C=CCN(C(=O)CCC(=O)Nc1cc(C)on1)C(C(=O)NC1CCCC1)c1ccncc1 (stereo unspecified) | 0 | 9 | 1.0 | -0.1
COc1ccc(-n2c(C)cc(/C=C3/C(=N)N4OC(C)=CC4=NC3=O)c2C)cc1 | -2 | 10 | -0.9 | -0.2
COc1cccc(CN(CCN2CCOCC2)C(=O)Nc2ccc(-c3cn[nH]c3)cc2)c1 | 41 | 0 | 2.6 | 1.1
O=C(Nc1ccc(Br)cc1)C1CCN(S(=O)(=O)c2ccc(Cl)s2)CC1 | -2 | 4 | 1.0 | 0.2

In another format: entries from further up.
Molecule	MITF primary	TEAD-YAP block	GPR151 ag	FBW7 activator
O=C(NC1CCCC1)c1ccc(N2CCC(NCc3ccc(-n4cccn4)cc3)CC2)cc1	-8	-7	0.6	0.0
O=C(Cc1cn(-c2ccc(Nc3cnccn3)nn2)c2ccccc12)NCCOc1ccccc1	7	10	6.2*	0.0
COc1cccc(CN(CCN2CCOCC2)C(=O)Nc2ccc(-c3cn[nH]c3)cc2)c1	41	0	2.6	1.1
CCOc1ccc(-n2c(=S)sc3c(=O)n(-c4ccc(F)cc4)c(SCC(=O)Nc4cccc(OC)c4)nc32)cc1	22	4	-1.1	0.5

Continuation.
SMILES | MITF primary | TEAD-YAP block | GPR151 ag | FBW7 activator
O=C(CSc1nc(=O)n2ccccc2n1)NCc1ccc2c(c1)OCO2 | 10 | 4 | -1.7 | 1.0
CC(=O)NNC(=O)COc1cc(C)c(Cl)c(C)c1 | -5 | 0 | 2.2 | -0.1
O=C(CN1C(=O)C2C3CCC(C3)C2C1=O)Nc1cccc(C(F)(F)F)c1 (stereo unspecified) | 7 | 2 | -0.7 | 0.0
O=C(NCc1ccc(Cl)cc1)N1CCN(Cc2nc(-c3ccco3)cs2)CC1 | 6 | 42* | 0.7 | 0.0
COC(=O)CN1C(=O)COc2ccc(Cl)cc21 | 7 | -6 | -0.3 | 0.2
CCOC(=O)c1ccc(NC(=O)C(CC)CC)cc1 | 13 | -37 | -1.3 | 0.1
O=C(NCc1ccco1)C1CCN(c2nc3ccccc3n2Cc2ccccc2F)CC1 | 5 | -1 | 0.2 | -0.2
CCCCNC(=O)C(C)NC(=O)OCc1ccccc1 (stereo unspecified) | -1 | 2 | 0.7 | 0.0
COc1ccccc1-c1cnn2c(NCCCN3CCOCC3)ccnc12 | -16 | -40 | -1.1 | -0.2
CC(C)(C)c1ccc(C(=O)N2CCC(C(=O)NN)CC2)cc1 | 10 | -30 | 0.0 | 0.1
COc1ccc(C2CC(C(F)(F)F)n3ncc(C(=O)NC4CCCC4)c3N2)cc1OC (stereo unspecified) | 5 | 0 | -1.4 | 0.2
O=C(O)c1ccc([N+](=O)[O-])cc1N1C(=O)c2ccccc2C1=O | 1 | -21 | 0.5 | 0.1
C=CCNC(=O)c1ccccc1I | -13 | 0 | -0.4 | -0.1
Cc1cccn2c(CNCCC3=CCCCC3)c(C(=O)N3CCOCC3)nc12 | 20 | -2 | -2.4 | 0.1
COc1cc(C(O)C(C)Oc2ccccc2OC)ccc1O (stereo unspecified) | -4 | 3 | 0.1 | 0.1
Cn1nc(CC(=O)Nc2ccc(F)c(Cl)c2)c2ccccc2c1=O | 19 | 30 | -1.1 | 1.9*
CCC(=O)Nc1c(-c2ccc(OC)c(OC)c2)c(=O)c2ccccc2n1C | 3 | -2 | -1.8 | -0.1
Clc1cccc(-c2cnc3c(Nc4ccc5[nH]ccc5c4)nccn23)c1 | -10 | 1 | 0.2 | -0.2
Cc1ccc(F)cc1NC(=O)c1sc2ncn(CC(=O)N3CCC(C)CC3)c(=O)c2c1C | 8 | 4 | 2.5 | 0.0
Nn1c(SCC(=O)Nc2nncs2)nnc1-c1cccnc1 | -4 | -2 | 0.7 | -0.2
CC(=Nc1ccc([N+](=O)[O-])cc1)c1cc(Cl)ccc1O | -2 | 10 | 0.0 | 0.5
NS(=O)(=O)c1ccc(CCNc2c(-c3ccccc3)c(=O)c2=O)cc1 | 2 | -2 | -0.4 | 0.0
Cc1cc(Cl)ccc1NC(=O)CN(c1cccc(C(F)(F)F)c1)S(C)(=O)=O | 4 | 7 | -0.7 | 0.3
Cc1ccnc(NS(=O)(=O)c2ccc(Br)cc2)c1 | 9 | 6 | -1.0 | 0.0
CCCC1=C(C(=O)OCC)C(c2ccc(O)c([N+](=O)[O-])c2)NC(=S)N1 (stereo unspecified) | 18 | 4 | -0.1 | 0.1

A different layout for some results above:
molecule	MITF primary	TEAD-YAP block	GPR151 ag	FBW7 activator
COc1ccc(C2CC(C(F)(F)F)n3ncc(C(=O)NC4CCCC4)c3N2)cc1OC (stereo unspecified)	5	0	-1.4	0.2
O=C(O)c1ccc([N+](=O)[O-])cc1N1C(=O)c2ccccc2C1=O	1	-21	0.5	0.1

Following part:
SMILES | MITF primary | TEAD-YAP block | GPR151 ag | FBW7 activator
O=C(NC(Cc1ccccc1)C(=O)O)c1ccccc1[N+](=O)[O-] (stereo unspecified) | 8 | -8 | -0.9 | 0.6
CC(c1ccccc1)(c1ccc(OC(=O)c2ccccc2)cc1)c1ccc(OC(=O)c2ccccc2)cc1 | 6 | 4 | -1.3 | 0.3
c1ccc(Cc2nc(NC3CCCCC3)c3c4c(sc3n2)CCCC4)cc1 | 2 | -7 | 1.2 | 0.0
CCOc1cc(/C=C(/C#N)c2nc3cc(C)c(C)cc3[nH]2)ccc1OCC(N)=O | 4 | -2 | 0.4 | 0.1
CCOC(=O)c1cnc2ccc(Cl)cc2c1Nc1cccc(C(=O)OC)c1 | 5 | -4 | 0.2 | 0.1
Cc1ccc(CNC(=O)c2cc(-c3ccccn3)nc3ccccc23)cc1 | 11 | 2 | 2.5 | 0.0
COc1cc(/C=c2\sc3nc4c(C)cc(C)cc4n3c2=O)cc2sc(=O)oc12 | 2 | 10 | -0.3 | 0.1
Cc1ccc(NC(=S)N(CCCN2CCCC2)Cc2ccco2)cc1Cl | 7 | -15 | 1.6 | -0.1
c1cncc(CNc2nc3ccccc3n3cnnc23)c1 | -4 | 8 | 0.8 | 0.1
O=C(O)CCNS(=O)(=O)c1cc(Br)ccc1Br | 1 | 4 | -0.3 | 0.0
C=C(C)Cn1c(NCc2ccccc2)nc2c1c(=O)n(C)c(=O)n2C | 20 | -14 | 0.2 | 0.8
COCCCn1c(=O)[nH]c2nc(/C=C/CCCO)cnc21 | -6 | -7 | 0.2 | 0.1
CCC(CO)NCC(O)Cn1c2ccccc2c2ccccc21 (stereo unspecified) | 3 | -2 | 0.4 | 0.2
C=CCn1c(=N)c(C(=O)NC2CCCC2)cc2c(=O)n3ccccc3nc21 | -16 | 10 | 0.1 | -0.4
CCOc1ccc(NC(=O)OCC(C)C)c([N+](=O)[O-])c1 | 16 | -31 | -0.1 | -0.5
CCC(C)C(NC(=O)COC)c1nc2cccnc2n1C(C)C (stereo unspecified) | -2 | -1 | -0.3 | 0.6
COc1ccc(-c2ccc(=O)n(C[C@H](C)N)n2)cc1 | 5 | -3 | 0.0 | -0.1
CCc1ccc(Cn2nnc(C(=O)Nc3cc(Cl)ccc3C)c2N)cc1 | -16 | 2 | 0.5 | 0.0
CCOC(=O)C1CCN(C(=O)CNC(=O)c2nn(-c3ccc(OC)c(Cl)c3)c(=O)c3ccccc23)CC1 | 12 | 18 | 2.7 | 0.2
COc1ccc(-n2nnnc2SCC(=O)Nc2nonc2C(N)=O)cc1 | 10 | -1 | -0.4 | 0.1
CC(=O)CCc1oc2c([N+](=O)[O-])cccc2c1-c1ccc(C)o1 | -1 | 13 | -0.5 | -0.2
COc1ccc(S(=O)(=O)N2CCN(CCNC(=O)c3ccc(-c4ccccc4)cc3)CC2)cc1 | 9 | 25 | 3.7 | 0.2
CCc1ccc(NC(=O)c2cc3nc(-c4ccc(Cl)cc4)cc(C(F)(F)F)n3n2)cc1 | 4 | -2 | -0.2 | 0.0
CN(C)/C=C/C=C/C=C/C(=O)c1ccc(C(=O)/C=C/C=C/C=C/N(C)C)cc1 | 84* | 4 | -1.1 | 0.0
CC(C)CNC(=O)NC(=O)COc1ncnc2sccc12 | -2 | -10 | -1.2 | -0.1

Shown as labelled records: two of the compounds above
c1cncc(CNc2nc3ccccc3n3cnnc23)c1
- MITF primary = -4
- TEAD-YAP block = 8
- GPR151 ag = 0.8
- FBW7 activator = 0.1
CCc1ccc(NC(=O)c2cc3nc(-c4ccc(Cl)cc4)cc(C(F)(F)F)n3n2)cc1
- MITF primary = 4
- TEAD-YAP block = -2
- GPR151 ag = -0.2
- FBW7 activator = 0.0

(continued)
SMILES | MITF primary | TEAD-YAP block | GPR151 ag | FBW7 activator
CC1(C)CC2(CC(C)(C)N1)OC(=O)N(Cc1ccccn1)C2(C)O (stereo unspecified) | 2 | -8 | 0.4 | 0.0
COC(=O)C1(c2ccccc2)NC(c2ccccc2C)C2C(=O)N(C)C(=O)C21 (stereo unspecified) | 13 | -15 | 0.4 | 1.2
CN(CCCCN1CCOCC1)C(=O)CC1C(=O)NCCN1CC(C)(C)C (stereo unspecified) | -8 | 7 | 0.4 | -0.1
COc1ccccc1-n1c(SC)nc2c(sc(=S)n2-c2ccc(C)c(C)c2)c1=O | -7 | -5 | 2.1 | -0.1
CCOc1ccc(C2=CC(=O)N(Nc3ccc([N+](=O)[O-])cc3[N+](=O)[O-])C(C)O2)cc1 (stereo unspecified) | 7 | 8 | -1.5 | -0.1
CCNC(=S)N1CCN(C(=O)C2CCCO2)CC1 (stereo unspecified) | -22 | 3 | -0.7 | 0.3
COc1ccc(-c2noc(CC(=O)Nc3ccc(Br)cc3C)n2)cc1 | 6 | -4 | -1.7 | -0.1
CCOc1cccc(C2CC(c3ccc(CC)cc3)=NC(c3ccccc3Cl)N2)c1O (stereo unspecified) | 4 | 3 | 2.5 | 0.0
CCCCCNc1ncnc2c1sc1nc(CCC)c3c(c12)CC(C)(C)OC3 | 9 | 8 | -1.0 | -0.1
Cc1ccc(Cl)cc1-n1c(=S)[nH]c2[nH]ncc2c1=O | 5 | -10 | -0.6 | -0.2
CC(C)Cc1ccc(-c2csc(N)n2)cc1 | 19 | -15 | -2.1 | 0.1
C=CCn1c2ccccc2c2nnc(SCC(=O)Nc3cccc(C(C)=O)c3)nc21 | 6 | 10 | 0.3 | -0.2
Nc1nonc1-n1nnc(C(=O)N/N=C/c2cccc(F)c2)c1-c1ccccc1 | 5 | 2 | 1.6 | 0.0
Clc1ccc(Nc2nc(Cl)nc(Oc3ccccc3)n2)cc1 | 9 | -3 | -1.5 | 0.2
O=C1CCC(CCC(=O)N2CCC(OCc3ccccc3)CC2)(Cc2ccccc2)N1 (stereo unspecified) | -15 | -44 | -0.5 | 0.2
CCNc1nc(NC(C)C)nc(Oc2ccc(OC(C)C)nn2)n1 | -2 | 8 | -0.6 | 0.0
Cn1c(=O)c2[nH]c(Cl)nc2n(C)c1=O | -3 | 5 | 0.4 | 0.0
